# NFkB transloc inh: inhibitors of IL-1B driven NFkB p65 nuclear import, primary screen, imaging, HUVEC, IL-1B stimulus, high-content imaging | HUVEC IL-1B NFkB p65 nuclear translocation imaging | inhibition, % at 2 µM | hit rate 0.43% among 94,000 | AID 796, 2007;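 active = inhibition above about 30% together with a positive call from visual inspection of the well image, limit read from the data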;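 also: nuclear over cytoplasmic p65 intensity ratio measured by imaging; 0% = IL-1B stimulated DMSO wells and 100% = unstimulated DMSO wells; values of inactives mirror those of a sister screen read the other way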
# Bcl-B TR3 displacers: displacers of TR3 peptide from Bcl-B, primary screen, selectivity assay for Bfl-1 inhibitor project, biochemical, fluorescence polarization; Bcl-2-like protein 10 (Homo sapiens); FP displacement of FITC-TR3 peptide from Bcl-B; higher % means a stronger effect; displacement, % at 20 µM, or IC50 in µM where a hit was titrated; hit rate 0.11% among 96,000;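 active = displacement above 50% at 20 µM plus a fluorescence interference ratio under 1.5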;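 also: plate controls were wells without compound for no effect and wells lacking Bcl-B protein for full effect; a part of the inactive calls stands beside numbers as strong as those of hits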
# PLAP inhibitors HTS: PLAP enzyme inhibitors, biochemical, luminescence, HTS (AID 690). purified PLAP, luminescent substrate; higher % means a stronger effect. inhibition, % at 20 µM; hits with a dose series show IC50 in µM. hit rate 0.08% among 96,000; in the data active = a potency from the dose series; inactive = the rest, 99 in 100 with inhibition below about 30%; also: strong numbers were not always called active
# MRP reversal: reversal of MRP1-mediated doxorubicin resistance, primary screen, H69AR cells, doxorubicin co-treatment | H69AR cells + 2 uM doxorubicin, CellTiter-Glo, 72 h | differential viability (reversal), % at 10 µM | hit rate 0.04% among 85,000 | AID 602, 2007;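 active = viability drop by adding the cancer drug above about 55%, with treated viability meeting a 40% cutoff, limit read from the data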;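 also: viability without doxorubicin minus viability with 2 µM doxorubicin for each compound; larger differential means the compound sensitizes cells more to doxorubicin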
# NFkB transloc pot: enhancers of NFkB p65 translocation in HUVEC – imaging, IL-1B stimulus, high-content imaging, primary screen | HUVEC IL-1B NFkB p65 nuclear translocation imaging | activation, % at 2 µM | hit rate 0.3% among 94,000 | AID 819, 2007;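 active = activation above 40%, about the mean plus 3 SD, also judged a hit on visual image review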;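 also: percent activation is computed from the nuclear over cytoplasmic p65 intensity ratio; values of inactives mirror those of a sister screen read the other way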
# MRP reversal cytotoxicity: also measured in MRP reversal; calls as there; viability, %; H69AR cells, CellTiter-Glo, 72 h; measured here: cytotoxicity without doxorubicin
# MRP reversal with doxorubicin: also measured in MRP reversal; calls as there; viability, %; measured here: viability with 2 uM doxorubicin; stronger effect = lower value
# NFkB transloc inh cell count 2 µM: recorded beside NFkB transloc inh, whose call it bears; cell count; measured here: cells passing quality filter;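 raw number of nuclei counted in each imaged well without normalization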
# NFkB transloc pot cell count 2 µM: further read-out of NFkB transloc pot, marked with its call; cell count; measured here: cells passing quality filter
# Active calls of the source: *; · = no result given. This is a subset; the hit share may differ from the screen's.
SMILES,NFkB transloc inh,NFkB transloc inh cell count 2 µM,Bcl-B TR3 displacers,PLAP inhibitors HTS,MRP reversal,MRP reversal cytotoxicity,MRP reversal with doxorubicin,NFkB transloc pot,NFkB transloc pot cell count 2 µM
O=c1c2ccccc2sn1-c1cc(S(=O)(=O)N2CCOCC2)ccc1N1CCOCC1,·,·,-3%,-41%,·,·,·,·,·
Cc1scc(C(=O)N/N=C/c2ccc(OCC(C)C)cc2)c1C,6,155,3%,23%,·,·,·,-6,155
CCOC(=O)c1c(C)n(C)c2ccc(OC)c(NS(=O)(=O)c3ccc(Cl)s3)c12,3,144,5%,1%,-13,61,74,-3,144
CSc1nc(C)cc(Oc2ccc(=O)n(C)n2)n1,2,154,-3%,1%,-6,91,97,-2,154
Cn1c2ccccc2c2c(C(=O)O)cn(C3CCCC3)c(=O)c21,7,46,4%,9%,-5,87,92,-7,46
CCOC(=O)C1CCN(C(=O)CC(NS(=O)(=O)c2ccc(OC)cc2)C(C)C)CC1 (stereo not drawn),-12,151,19%,-24%,-8,83,90,12,151
O=C(CCSCCC(=O)NCc1ccccc1)NCc1ccccc1,6,98,8%,13%,0,100,100,-6,98
CSc1ccccc1NC(=O)c1cc(-c2cccs2)on1,3,198,14%,-8%,-20,61,81,-3,198
O=C(CN1CCN(c2ccccn2)CC1)Nc1ccccc1,-40,63,4%,-34%,8,91,83,41*,63*
Cc1noc(C)c1S(=O)(=O)N1CCC(C(=O)NCCN2CCC(C)CC2)CC1,-2,183,-11%,-15%,0,92,92,1,183
COc1cccc(CN(C(=O)c2ccco2)C(C(=O)NC2CCCC2)c2cccnc2)c1 (stereo not drawn),-14,206,10%,-23%,16,93,77,14,206
CCCC1C2CN(C(C)C)CC=C2C(C#N)=C(N)C1(C#N)C#N (stereo not drawn),13,97,62%,-6%,-28,21,49,-13,97
Cc1ccc(S(=O)(=O)NC2=NCN(CCN3CCOCC3)CN2)cc1,8,96,-6%,6%,-3,90,92,-8,96
CCN(CC)C(=O)C(C)N(C#N)c1nc(NC(C)C)nc(NC(C)C)n1 (stereo not drawn),-27,114,2%,-86%,0,55,55,27,114
CC(C)(C)c1[nH]nc2c1C(Cc1ccccc1)C(C#N)=C(N)O2 (stereo not drawn),-7,78,-3%,-71%,·,·,·,7,78
O=c1cc(/C=C/c2cccs2)[nH]c2ccccc12,-1,87,2%,21%,-37,25,62,1,87
O=C1CC(c2ccco2)Cc2nc(NCC3CCCO3)ncc21 (stereo not drawn),7,143,-12%,3%,-8,83,91,-7,143
O=C(Cc1ccc(S(=O)(=O)N2CCOCC2)s1)Nc1ccc2c(c1)CCC2,-2,175,10%,4%,-23,56,79,2,175
COc1ccc(/C=N/NC(=O)c2ccn[nH]2)cc1COc1ccc(F)cc1,-4,104,-14%,-6%,·,·,·,4,104
CCC(C)NC(=O)c1ccccc1NC(=O)COc1ccc(OC)cc1 (stereo not drawn),-3,95,-1%,27%,-19,32,51,3,95
Cc1ccc(SCc2[nH]nc3c2C(c2cccnc2)C(C#N)=C(N)O3)cc1 (stereo not drawn),-4,207,3%,-21%,-1,69,69,4,207
Cc1ccccc1-c1nc(CS(=O)(=O)CC(=O)NCCN2CCOCC2)c(C)o1,·,·,-1%,-55%,-10,94,103,·,·
O=C(c1cc2ccccc2o1)n1nnc2ccccc21,-9,144,2%,16%,-5,87,93,9,144
CCCCNC(=O)C1CCN(C(=O)Nc2ccc(C)cc2)CC1,-16,112,·,·,3,95,91,16,112
CCc1ccccc1N(CC(=O)OC)S(C)(=O)=O,0,112,-6%,21%,-10,90,100,0,112
# Following part
SMILES,NFkB transloc inh,NFkB transloc inh cell count 2 µM,Bcl-B TR3 displacers,PLAP inhibitors HTS,MRP reversal,MRP reversal cytotoxicity,MRP reversal with doxorubicin,NFkB transloc pot,NFkB transloc pot cell count 2 µM
Cc1ccc(C(=O)Nc2nc(=O)n(C)s2)cc1,8,172,-17%,-1%,·,·,·,-8,172
Cc1ccc(-c2nnc(SCC(=O)Nc3ccc4c(c3)oc3ccccc34)n2C)c(Cl)c1,-9,119,-8%,16%,-6,78,84,9,119
OC(COCc1ccc(Cl)cc1)CN1CCN(CC(O)COCc2ccc(Cl)cc2)CC1 (stereo not drawn),-3,164,0%,-63%,-11,56,67,3,164
COc1ccc(/C(O)=C2/C(=O)C(=O)N(CCCN(C)C)C2c2ccc(C)o2)cc1Cl (stereo not drawn),8,91,0%,-60%,-7,91,97,-8,91
CN1CC=C2C(C#N)=C(N)C(C#N)(C#N)[C@H](c3ccoc3)[C@H]2C1,10,162,65%,3%,-3,56,60,-10,162
COC(=O)c1ccc(N2C(=O)CC(SCCN)C2=O)cc1 (stereo not drawn),4,132,-7%,9%,1,92,91,-4,132
Cc1cc(N)c(NC2=CC(=O)CC(C)(C)C2)cc1C,3,92,-17%,-13%,·,·,·,-3,92
O=S(=O)(c1ccc(Br)cc1)N1CCCC1c1nc2ccccc2s1 (stereo not drawn),-11,154,·,·,·,·,·,11,154
Cc1[nH]n(-c2ccc([N+](=O)[O-])cc2)c(=O)c1N=Nc1nc2ccccc2s1,-19,138,·,·,-22,35,57,19,138
O=C(Nc1sc2c(c1C(=O)NCc1ccco1)CCCC2)c1ccc2c(c1)OCO2,-3,109,-16%,-28%,3,79,76,3,109
COc1ccc2c(c1)CCc1c(C(=O)NCCN3CCOCC3)noc1-2,·,·,-8%,4%,-2,92,94,·,·
COC(=O)c1sc(OC)cc1OCc1ccc(C)cc1,-8,178,7%,0%,16,93,76,8,178
COc1cc2nc(SCc3ccc(F)cc3)n(Cc3cccs3)c(=N)c2cc1OC,6,127,-7%,-9%,·,·,·,-6,127
O=C(c1ccc2c(c1)OCCO2)N1CCN(Cc2ccccc2)CC1,-14,163,-2%,-24%,-14,77,90,13,163
COc1ccc2nc(Nc3nc(CSc4nnnn4-c4ccccc4)cc(=O)[nH]3)nc(C)c2c1,-7,139,7%,-122%,-1,2,3,7,139
COc1ccc(NC(=O)CSc2nc(N)c3cc4c(nc3n2)CCCC4)c(OC)c1,6,122,-11%,9%,·,·,·,-6,122
O=C(NCc1ccccc1)C1COc2ccccc2O1 (stereo not drawn),11,96,·,·,5,86,81,-11,96
CCOC(=O)C(Cc1c[nH]c2ccccc12)NC(=O)c1ccco1 (stereo not drawn),-17,169,-2%,-16%,13,93,80,17,169
COC(=O)C1=C(C)N(C)C(=O)NC1c1cc(Cl)c(O)c(OC)c1 (stereo not drawn),-10,125,-3%,8%,44,104,60,10,125
COCN(C#N)c1nc(OC)nc(OC)n1,·,·,2%,-26%,9,93,85,·,·
O=C(Nc1ccccn1)c1cccc(S(=O)(=O)N2CCOCC2)c1,·,·,8%,-13%,-7,91,98,·,·
CCCCC(CC)C(=O)Nc1ccc(Cl)cn1 (stereo not drawn),7,105,-9%,3%,6,93,87,-7,105
CCCc1cc(=O)oc2cc(OCC(=O)Nc3ccc4c(c3)OCCO4)ccc12,9,168,-16%,11%,0,85,86,-9,168
Cc1ccc(NC(=O)Cn2cccc2)cc1Cl,-5,70,17%,-40%,13,92,78,5,70
Cc1ccc(C)c(NS(=O)(=O)c2cc(C(N)=O)ccc2C)c1,-15,84,5%,-56%,-7,99,106,15,84
# Continued.
SMILES,NFkB transloc inh,NFkB transloc inh cell count 2 µM,Bcl-B TR3 displacers,PLAP inhibitors HTS,MRP reversal,MRP reversal cytotoxicity,MRP reversal with doxorubicin,NFkB transloc pot,NFkB transloc pot cell count 2 µM
N#Cc1cccc(NC(=O)Nc2cccs2)c1,-1,88,0%,-6%,0,84,84,1,88
CCc1nnc(NC(=O)CSc2nnc(C)n2CC2CCCO2)s1 (stereo not drawn),-5,124,-4%,-25%,-11,98,109,5,124
FC(F)(F)COc1nc(N2CCOCC2)nc(N(c2ccccc2)c2ccccc2)n1,-20,136,·,·,17,40,22,19,136
CCN(CC)C(=O)CN(c1cccc(C(F)(F)F)c1)S(C)(=O)=O,-12,191,45%,-10%,8,81,72,12,191
Cc1ccc(Oc2ccc(Cl)cc2NC(=O)c2cnccn2)cc1,-10,128,-1%,7%,3,98,95,10,128
COc1cccc(C(=O)c2c[nH]c(C(=O)NCc3ccco3)c2)c1,0,132,3%,7%,·,·,·,0,132
Cn1cnc2cc(NS(=O)(=O)c3ccc(Br)cc3)ccc21,-6,156,-2%,-6%,-30,39,69,6,156
COc1cc(-c2nnc(SCC(=O)Nc3cc(C)on3)n2C)cc(OC)c1O,10,187,-1%,7%,9,95,86,-10,187
CCCCN(CC)C(=O)C1CCC(=O)N(c2ccc(OC)cc2)C1c1ccc(OC)c(OC)c1 (stereo not drawn),-15,87,·,·,10,99,89,15,87
CCCN(CCC)S(=O)(=O)c1ccc(C(=O)NCc2ccc3c(c2)OCO3)cc1,-2,193,5%,20%,24,104,79,2,193
O=C(CSc1nc(-c2ccccc2)cc(=O)[nH]1)Nc1ccccn1,2,112,0%,-17%,5,81,77,-2,112
Cc1ccc(SCc2cn3cccnc3n2)cc1,19,139,-6%,0%,5,95,90,-19,139
Cc1ccc(C)c(S(=O)(=O)N2CCC(c3nc4c(nnn4Cc4ccc(F)cc4)c(=O)[nH]3)CC2)c1,3,102,0%,-33%,28,44,16,-3,102
Cc1cc(C)nc(N2CCC(CNC(=O)CCc3ccccc3)CC2)n1,5,126,0%,-51%,7,93,86,-5,126
CCN1C(=O)CC(NCc2ccc3c(c2)OCO3)C1=O (stereo not drawn),-19,181,-4%,12%,-1,94,95,19,181
COC(=O)CSc1nnc(C2COc3ccccc3O2)n1-c1ccccc1 (stereo not drawn),-2,176,-4%,0%,20,102,82,2,176
COc1ccc(OCc2n[nH]c(=S)o2)cc1,-4,174,8%,-45%,0,96,96,4,174
CC(C)C(c1nnnn1CC1CCCO1)N1CCN(Cc2ccc3c(c2)OCO3)CC1 (stereo not drawn),-14,93,-4%,-25%,-7,91,98,14,93
Cc1ccc(C(=O)N2CCN(c3cc4c(cc3[N+](=O)[O-])n(C)c(=O)n4C)CC2)cc1,2,104,21%,-30%,·,·,·,-2,104
COc1ccc(C(c2nnnn2C2CCCC2)N2CCC(C)CC2)cc1 (stereo not drawn),6,194,-10%,-66%,15,82,67,-7,194
COc1ccc(C2C(CC(=O)O)=C(O)C(=O)N2c2ccccc2)cc1 (stereo not drawn),0,138,-3%,-14%,-4,91,95,0,138
NC(=O)CSc1nnc(C2CC2)n1Cc1ccccc1,-10,105,37%,-18%,-2,103,105,10,105
O=C(Nc1ncnc2c1CCC2)C12CC3CC(CC(C3)C1)C2,-26,108,12%,-7%,4,94,90,26,108
Cc1cccc(-c2nc(C#N)c(N3CCCCCC3)o2)c1,0,119,-7%,23%,7,94,87,0,119
Cc1ccc(S(=O)(=O)N2CCC(O)(c3cccnc3)CC2)cc1,18,100,0%,-29%,9,103,94,-18,100

# Molecules shown so far with two or more sulfur atoms, in the order listed:
SMILES,NFkB transloc inh,NFkB transloc inh cell count 2 µM,Bcl-B TR3 displacers,PLAP inhibitors HTS,MRP reversal,MRP reversal cytotoxicity,MRP reversal with doxorubicin,NFkB transloc pot,NFkB transloc pot cell count 2 µM
O=c1c2ccccc2sn1-c1cc(S(=O)(=O)N2CCOCC2)ccc1N1CCOCC1,·,·,-3%,-41%,·,·,·,·,·
CCOC(=O)c1c(C)n(C)c2ccc(OC)c(NS(=O)(=O)c3ccc(Cl)s3)c12,3,144,5%,1%,-13,61,74,-3,144
CSc1ccccc1NC(=O)c1cc(-c2cccs2)on1,3,198,14%,-8%,-20,61,81,-3,198
O=C(Cc1ccc(S(=O)(=O)N2CCOCC2)s1)Nc1ccc2c(c1)CCC2,-2,175,10%,4%,-23,56,79,2,175
O=S(=O)(c1ccc(Br)cc1)N1CCCC1c1nc2ccccc2s1 (stereo not drawn),-11,154,·,·,·,·,·,11,154
COc1cc2nc(SCc3ccc(F)cc3)n(Cc3cccs3)c(=N)c2cc1OC,6,127,-7%,-9%,·,·,·,-6,127
CCc1nnc(NC(=O)CSc2nnc(C)n2CC2CCCO2)s1 (stereo not drawn),-5,124,-4%,-25%,-11,98,109,5,124
